ERG-DNA inh: inhibitors of human ERG Ets domain-DNA interaction; P11308; fluorescence polarization, His-ERG Ets domain / labelled DNA; Potency, µM (highest dose often 76.9 µM), inactives show at the top dose FP activity, negative = inhibition, actives largely listed as inhibitors; 370,000 compounds, 0.028% hits; AID 624246; active means well fitted inhibition curve with a large enough effect in the polarisation, with a control signal flat; inconclusive means small, poorly fitted or top-dose-only effect, or effect the other way, or a change in a side signal; inactive means no such curve, though single readings can be large or run the other way; the % refers to the polarisation;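 further: polarization taken with two DNA probes labelled with fluorescein and Texas red; % of control where 0% means no effect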
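His-tagged ERG Ets domain (1 uM in the protein solution; 300mM KCl, 50mM Tris-HCl, 1mM EDTA, 1mM DTT, pH 7.5) received compound, then a probe mix of 5 nM fluorescein-DNA and 100nM Texas-615-DNA. Fluorescence polarization was read for both dyes.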
JMJD2A Tudor: blocks the human JMJD2A Tudor domain | O75164 | AlphaScreen JMJD2A-Tudor / H3K4me3 peptide binding | Potency, µM (titrated, usually from 114 µM), without a hit: at the highest dose activity change, negative = inhibition, most hits filed as inhibitors | 390,000 compounds, 4.4% hits; further: on the % scale 0 is the no-effect control and ±100 the full control effect; nearly all actives have a fitted effect of over 50% in size
GLS inh: blocks human kidney-isoform glutaminase activity. O94925. GLS enzymatic activity, qHTS titration. Potency, µM (top dose mostly 45.5 µM), without a hit: at the highest dose activity change, negative = inhibition, most hits filed as inhibitors. 410,000 compounds, 0.21% hits. AID 624170; further: on the % scale 0 is the no-effect control and ±100 the full control effect
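Read-out is an Amplex red fluorescence increase coupled through glutamate oxidase and HRP, measured before and after 30 min room-temperature incubation. hKGA is in 45 mM KH2PO4 (pH 8.2) with 0.02% Tween-20; glutamine added as 1mM solution.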
Pin1 inhibitor: human Pin1 inhibition | AID 504891 | Pin1 FP peptide displacement, HiFluor488, 10 min | 390,000 compounds, 0.009% hits | Potency, µM (series often up to 115 µM), inactives show at the highest dose activity, negative = inhibition, hits mostly inhibitors; active means well fitted inhibition curve with a large enough effect in the polarisation, with a control signal flat, not every such curve was filed as active; inconclusive means small, poorly fitted or top-dose-only effect, or effect the other way, or a change in a side signal; inactive means no such curve, though single readings can be large or run the other way; the % refers to the polarisation; further: on the % scale 0 is the no-effect control and ±100 the full control effect
Target sequence (Q13526 whole entry, looked up): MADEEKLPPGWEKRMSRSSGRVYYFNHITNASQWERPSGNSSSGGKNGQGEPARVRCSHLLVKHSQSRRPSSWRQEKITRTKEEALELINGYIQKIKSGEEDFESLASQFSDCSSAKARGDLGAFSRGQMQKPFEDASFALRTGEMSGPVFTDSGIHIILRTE
RGS4 inhibitor: blocks human RGS4-accelerated GTP hydrolysis. Transcreener GDP fluorescence polarization, RGS4-accelerated GTP hydrolysis. Potency, µM (titrated, usually from 114 µM), for inactives: at the top dose activity change, negative = inhibition, actives largely listed as inhibitors. 390,000 compounds, 0.039% hits. AID 504845; further: on the % scale 0 is the no-effect control and ±100 the full control effect; nearly all actives have a fitted effect of over 75% in size; some results filed as inactive show a strong effect at the top dose
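MLSMR compounds (23 nl, pin-transferred) preincubated 10 min at room temperature with a 500nM (2x) first reagent, then RGS4 at 900nM (2x) plus Transcreener GDP mix added; fluorescence polarization (620/688 nm) read before and after 90 min at 30 °C.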
ALOX12 inh: inhibitors of human 12S-lipoxygenase ALOX12; purified 12hLO, xylenol orange hydroperoxide absorbance; 580,000 compounds, 1.1% hits; P18054; Potency, µM (highest dose often 108 µM), for inactives: top-dose activity change, negative = inhibition, usual class: inhibitors; further: on the % scale 0 is the no-effect control and ±100 the full control effect
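Purified human 12hLO (150 nM final) in 25 mM Hepes, 0.01% Triton X-100, pH 7.0 was preincubated 15 min at room temperature with compound. Then 40 uM arachidonic acid was added, 30 min. Hydroperoxide was read by Fe-XO absorbance ratio 573/405 nm.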
HP1b chromo inh: HP1-beta chromodomain-methylated histone interaction inhibition; AID 540317; Potency, µM (highest dose often 114 µM), for inactives: at the highest dose activity change, negative = inhibition, hits mostly inhibitors; 390,000 compounds, 0.56% hits; AlphaScreen HP1-beta / biotin-H3K9me3 peptide binding; further: nearly all actives have a fitted effect of over 70% in size; inactives centre near 23
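AlphaScreen: HP1-beta (50 nM) preformed 30 min with biotin-H3(1-18)K9me3 peptide (50 nM) in PBS pH 7.4, 0.01% Tween-20. Compound added for 30 min at RT, then streptavidin donor/nickel chelate acceptor beads (10 ug/mL) for 30 min.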
rTrxR1 inhibitor: inhibitors of rat thioredoxin reductase 1. recombinant rTrxR1, NADPH fluorescence consumption, selenite substrate. 390,000 compounds, 1% hits. O89049. Potency, µM (doses to about 114 µM), without a hit: top-dose activity change, negative = inhibition, usual class: inhibitors; further: on the % scale 0 is the no-effect control and ±100 the full control effect; nearly all actives have a fitted effect of over 65% in size
Target sequence (O89049 whole entry, looked up): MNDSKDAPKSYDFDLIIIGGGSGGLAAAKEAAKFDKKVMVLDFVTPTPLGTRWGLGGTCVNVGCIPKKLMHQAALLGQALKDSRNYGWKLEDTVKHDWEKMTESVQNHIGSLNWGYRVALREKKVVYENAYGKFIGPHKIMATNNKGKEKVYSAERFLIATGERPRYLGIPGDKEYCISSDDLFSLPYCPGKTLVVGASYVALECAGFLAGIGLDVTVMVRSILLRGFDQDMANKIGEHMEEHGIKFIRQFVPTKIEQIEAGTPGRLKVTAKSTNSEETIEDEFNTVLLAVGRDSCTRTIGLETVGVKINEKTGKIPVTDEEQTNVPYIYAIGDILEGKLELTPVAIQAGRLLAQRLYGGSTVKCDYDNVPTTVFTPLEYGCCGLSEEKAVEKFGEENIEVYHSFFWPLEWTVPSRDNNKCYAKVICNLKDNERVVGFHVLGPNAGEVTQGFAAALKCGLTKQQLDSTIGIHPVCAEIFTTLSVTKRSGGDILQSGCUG
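Rat TrxR1 (90 nM in the dispensed reagent) was pre-reduced with 400 uM NADPH for 5 min at room temperature, then incubated with compound for 15 min. After 400 uM selenite was added, NADPH fluorescence (Ex 340/Em 450 nm) was followed for 8 min.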
PGK inhibitor: inhibitors of T. brucei phosphoglycerate kinase; Potency, µM (series often up to 57.5 µM), for the others: at the highest dose activity change, negative = inhibition, actives largely listed as inhibitors; PGK/GAPDH coupled, Kinase-Glo luminescence, 60 min; P07378; 380,000 compounds, 0.043% hits; further: on the % scale 0 is the no-effect control and ±100 the full control effect; nearly all actives have a fitted effect of over 60% in size
Target sequence (P07378 whole entry, looked up): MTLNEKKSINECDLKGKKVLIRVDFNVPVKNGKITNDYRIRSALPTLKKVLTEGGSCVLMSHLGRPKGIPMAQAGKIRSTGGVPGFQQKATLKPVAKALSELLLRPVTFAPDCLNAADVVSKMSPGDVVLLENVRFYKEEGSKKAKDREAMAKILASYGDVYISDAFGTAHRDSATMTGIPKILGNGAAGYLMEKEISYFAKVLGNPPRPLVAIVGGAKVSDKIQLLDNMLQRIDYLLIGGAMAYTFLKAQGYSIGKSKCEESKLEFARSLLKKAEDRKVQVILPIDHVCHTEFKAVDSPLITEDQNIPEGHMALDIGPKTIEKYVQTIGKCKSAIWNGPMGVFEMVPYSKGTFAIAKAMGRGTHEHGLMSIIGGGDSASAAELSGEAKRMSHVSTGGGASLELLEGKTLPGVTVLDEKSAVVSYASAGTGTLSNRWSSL
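Luminescent ATP detection (Kinase-Glo Plus) follows a 60-minute room-temperature incubation, with wells lacking PGK as controls. Buffer: 100 mM TEA (pH 7.6), 5 mM MgCl2, 0.01% Tween-20. Coupling enzyme GAPDH (100 nM final) supplies unstable 1,3-BPG in-well.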
The depositor's hits bear a star; i = inactive; ? = inconclusive; nt = no result given; & = joins results of further samples; [ ] = dose if it differs, or a comment. Unless noted, the call rests on the fitted dose curve; in most records, active means well fitted curve in the direction sought with a large enough effect; inconclusive means small, poorly fitted or top-dose-only effect, or another doubt; inactive means no such curve, though single readings can be large; an effect the other way counts as inactive or inconclusive. Potency means the concentration at half of the fitted maximal effect. Some of the compounds tested; rates above refer to the full screens.

SMILES	ERG-DNA inh	JMJD2A Tudor	GLS inh	Pin1 inhibitor	RGS4 inhibitor	ALOX12 inh	HP1b chromo inh	rTrxR1 inhibitor	PGK inhibitor
O=C(NCCc1cnccn1)C1CCC(=O)N(Cc2ccc(Cl)cc2)C1 (configuration not stated)	-5.1%	-7.4%	-6.2%	3.5%	-23.4%	239.6%[activator]	11.2%	-12.5%	-2.0%
CCN(CC(=O)Nc1cc(Cl)ccc1C)C(=O)CSCc1ccccc1	2.5%	2.8%	-6.0%	4.2%	-9.5%	5.2%	60.8%[activator]	0.8%[57.1 µM]	6.4%
CC(=O)Nc1ccc(NC(=O)C2C3CCC(C3)C2C(=O)O)cc1 (configuration not stated)	-0.7%	3.3%	0.7%	-11.9%	5.2%	nt	35.2%	32.5%	-4.2%
COc1ccc(Cl)cc1N(C(C)C(=O)NC1CCCC1)S(C)(=O)=O (configuration not stated)	0.7%	-10.4%	1.2%	-4.8%	10.7%	1.8%	-11.2%	8.8%[57.1 µM]	-4.5%
COc1ccccc1CNC(=O)COC(=O)c1ccc(S(=O)(=O)N2CCCCC2)cc1	1.3%	-9.0%	7.4%	-6.1%	-15.5%	-0.6%	23.6%	3.8%	-8.7%
O=C(O)Cn1c2ccccc2c2ccccc21	6.3%	-9.2%	1.7%	-6.6%	-2.1%	?	-11.4%	11.8%	0.5%
O=C(COc1ccc2ccc(=O)oc2c1)c1ccccc1	-5.7%	-3.8%	3.7%	-2.3%	3.4%	2.6%&125.2%	8.2%	-2.6%[57.1 µM]	-12.8%
O=C(N/N=C/c1c(F)c(F)c(F)c(F)c1F)c1cccc(S(=O)(=O)N2CCOCC2)c1	-1.8%	-10.3%	4.9%	4.5%	-4.9%	0.2%	37.9%	5.9%	10.1%
CCOc1ccc(CCNS(=O)(=O)c2ccc3c(c2)oc(=O)n3C)cc1OCC	4.8%	23.0%	2.7%	-5.7%	-5.3%	18.8%	53.6%[activator]	23.8%	-5.3%
N#Cc1cccc(NC(=O)C2CCCN(C(=O)c3ccc(Cl)cc3)C2)c1 (configuration not stated)	-7.7%	-4.4%	-4.0%	0.7%	4.9%	0.0%	42.1%[activator]	20.3%	-7.4%
CSc1n[nH]c(NCc2ccc(Cl)cc2)n1	-0.5%	28.4%	nt	-2.2%	2.0%	0.0%	36.3%	-11.2%	10.5%
Cc1nn(C(=O)c2ccccc2)c2c1C(=O)CC(C)(C)C2	0.2%	-6.7%	-13.4%	1.2%	16.6%	?	30.6%	-11.1%	6.4%
CS(=O)(=O)CCC(C(=O)Nc1ccc2c(c1)OCO2)N1Cc2ccccc2C1=O (configuration not stated)	8.6%	-46.2%	1.3%	0.6%	1.1%	2.2%	9.0%	5.1%	-2.5%
COc1ccc(Cn2c(CNS(=O)(=O)c3ccc(Cl)s3)nc3cccnc32)cc1	-0.2%	0.3%	6.1%	12.9%	-23.1%	-16.9%	34.9%[57 µM]	12.0%[57.1 µM]	-1.0%
CC(=O)Nc1cc(C(=O)NCc2ccco2)ccc1Sc1ccc(F)cc1	-16.5%	-23.7%	-5.3%	-1.6%	-23.8%	-25.8%	12.5%	7.4%[57.1 µM]	i
Cc1nn(C)c(C)c1S(=O)(=O)N1CCCC(C(=O)N2CCN(c3ccc(Cl)cc3)CC2)C1 (configuration not stated)	-6.8%	-22.1%[11.4 µM]	?	-0.3%	-54.1%[11.4 µM]	0.0%	-22.9%	-10.7%	-3.8%
Cc1cc(NC(=O)CSc2cn(CC(=O)N(C(C)C)C(C)C)c3ccccc23)no1	-6.3%	-2.3%	-6.7%	-8.8%	-2.3%	0.2%	27.8%	14.9%	i
Cc1ccc(OC(C)C(=O)OCC(=O)Nc2sccc2C(N)=O)cc1 (configuration not stated)	43.0%[activator]	?	1.3%	-5.8%	-53.3%	100.4%[activator]	-22.5%	?	i
COc1ccc(OC)c(NC(=S)Nc2ccccc2)c1	-7.2%	-22.7%	0.5%	-7.9%	-29.0%	-24.2%	15.6%	37.2%[activator][57.1 µM]	-0.9%
CCOC(=O)N1CCN(Cc2ccc3ccccc3c2)CC1	-18.4%	25.1µM*	-5.9%	1.3%	23.7%	0.0%	?	18.0%	-4.6%
CCCOC(=O)C(=O)NNc1ccccc1	-3.4%	3.0%	-28.1%	2.4%	-8.4%	-29.4%	22.7%	7.0%[57.1 µM]	5.6%
O=C(Nc1ccc2c(c1)OCCO2)C1CCCN(S(=O)(=O)c2cnc[nH]2)C1 (configuration not stated)	1.9%	-13.1%	1.7%	1.0%	-0.9%	-0.1%	80.2%[activator]	11.7%	i
CC(=O)Nc1cc(C(=O)N2CCc3ccccc3C2)ccc1Sc1ccc(C)cc1	-3.7%	?	1.6%	0.5%	14.3%	-0.4%	8.4%	3.0%	0.0%
CCOc1ccc(C(=O)N2CCCC2C(=O)O)cc1 (configuration not stated)	6.5%	-16.0%	0.2%	14.3%	-10.6%	-2.9%	51.8%[activator]	12.2%	nt
CC(C)(C)C(=O)NCc1ccc(C(=O)CSc2nnc(-c3ccncc3)n2C2CC2)s1	3.8%	-4.8%	10.8%	1.6%	-18.2%	2.2%	13.5%	-18.6%	7.8%
Remaining list, next part.
SMILES	ERG-DNA inh	JMJD2A Tudor	GLS inh	Pin1 inhibitor	RGS4 inhibitor	ALOX12 inh	HP1b chromo inh	rTrxR1 inhibitor	PGK inhibitor
Cc1ccc2oc(=O)c3cc(C(=O)NCc4ccc(Cl)cc4)sc3c2c1	-0.6%	?	-11.1%	0.9%	19.1%	-0.7%	0.7%	32.5%	1.8%
Cc1ccc(-n2ncc3c(=O)n(CC(=O)N4CCN(c5ccccc5)CC4)cnc32)cc1C	0.4%	-17.3%	6.9%	-0.6%	4.1%	-1.1%	14.1%	16.2%[57.1 µM]	-6.0%
Cc1cccc(OCC(=O)Nc2ccc3c(c2)nc2n3CCOC2)c1	2.6%	-8.8%	-5.7%	-4.4%	-46.7%	-0.1%	54.5%[activator]	-8.0%	i
Cc1cc(C)n2nc(SC(C)C(=O)N(C)c3ccccc3)nc2n1 (configuration not stated)	-2.6%	0.7%	-1.7%	1.3%	8.0%	181.6%[activator]	40.2%	-3.8%	2.3%
CCCn1cnc2c(sc3nc4c(cc32)CSC(C)(C)C4)c1=O	-5.4%	-11.0%	-4.6%	-0.3%	4.3%	7.2%	9.6%	16.5%	nt
CCOC(=O)c1cc(S(=O)(=O)N2CCN(c3cccc(OC)c3)CC2)[nH]n1	2.7%	-31.0%	25.0%	?	-4.9%	?	9.1%[57 µM]	21.9%[57.1 µM]	-1.0%
CCOC(=O)COc1ccc(S(=O)(=O)Nc2cccc(SC)c2)cc1	13.2%	-11.2%	-3.6%	1.2%	-24.9%	10.8%	10.7%	19.6%	-12.0%
Cc1ccccc1-c1cc(=O)c2ccccc2o1	-5.2%	15.3%	-0.9%	0.7%	-5.1%	-3.4%	41.4%[activator]	12.0%	-1.0%
Fc1ccc(-c2nnn(Cc3nc4ccccc4s3)n2)cc1	1.9%	63.5%[activator]	1.9%	-2.8%	38.0%	-8.2%	165.5%[activator]	21.4%[57.1 µM]	5.2%
CC(C)(C)NC(=O)COC(=O)c1ccccc1Oc1ccccc1	-5.9%	9.2%	-3.7%	-4.2%	1.9%	11.0%	51.2%[activator]	19.8%	-2.8%
O=C(CSc1nnc(-c2cccs2)o1)Nc1cccc(C(F)(F)F)c1	-3.5%	-15.2%	1.8%	-2.3%	31.2%	-18.3%	33.9%[activator]	-0.3%	-1.0%
CC(C)N(Cc1nccn1C)C(=O)CCc1nnc(CCCc2ccccc2)o1	0.0%	-10.3%	-1.5%	1.3%	-12.4%	-0.2%	11.0%	18.5%	i
CCOC(=O)c1oc2ccccc2c1CN1CCN(C)CC1	2.8%	?	2.7%	3.2%	-29.2%	35.5µM*	38.2%[activator]	16.2%	-1.5%
COc1cc(/C=C(\C#N)C(=O)NCC2CCCO2)ccc1OC(=O)c1ccco1 (configuration not stated)	38.2%[activator]	9.0%	-20.7%	2.0%	-49.8%	212.4%[activator]	33.5%	?	i
COCCCNC(=O)CSc1nc2cc3c(cc2c(=O)n1CCCC(=O)NCc1ccc2c(c1)OCO2)OCO3	2.9%	0.0%	1.4%	-2.0%	19.7%	-11.5%	59.9%[activator]	9.8%[57.1 µM]	i
COC(=O)c1ccc(CNC(=O)CNc2cc(C(F)(F)F)ccc2N2CCOCC2)cc1	-11.5%	-31.7%	28.4%	?	-20.1%	0.0%	-3.7%	?	-1.1%
CN(C)c1nc(C(=O)O)nc(N2CCOCC2)n1	0.9%	31.6µM*	17.2%	2.4%	2.0%	?	-0.1%	-2.6%	15.2%
O=C(NCc1ccco1)c1ccccc1-c1nc(-c2ccccc2)no1	0.8%	-20.8%	3.4%	4.4%	-2.0%	-6.4%	-5.0%	11.9%[57.1 µM]	i
COc1ccccc1/C=C(\NC(=O)c1ccccc1)C(=O)NCc1ccco1	-2.8%	-6.8%	-0.2%	-1.1%	-7.0%	-19.4%	11.2%	-0.4%	-2.6%
Cc1cccc(N2CCN(S(=O)(=O)c3ccc4[nH]c5c(c4c3)CCCCC5)CC2)c1C	2.6%	?	-1.7%	16.4%	-9.2%	-20.1%	9.0%	43.7%[activator]	-2.2%

Screening results: PubChem, National Center for Advancing Translational Sciences (NCATS)
